Screening results deposited in PubChem by National Center for Advancing Translational Sciences (NCATS).
Glioma ERSR ind: inducers of ER stress response in human glioma cells; 420,000 tested, 0.02% active; U87-MG GRP78 promoter luciferase reporter, 16 h; AID 602332; Potency, µM, without a hit: top-dose activation, usual class: activators; further: potency means the concentration at half of the fitted maximal effect; series mostly up to about 76 µM; % of control where 0% means no effect; nearly all actives have a fitted effect of over 35% in size
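ERSR induction read as luciferase luminescence (Bright-Glo, 10 min at room temperature) in stably transfected human U87-MG glioma cells exposed to compounds for 16 h, using GRP78 as sensor.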
APE1 inh: APE1 (human) endonuclease inhibition; P27695; Potency, µM (top dose mostly 65.8 µM), for the others: at the top dose activity change, negative = inhibition, usual class: inhibitors; 350,000 tested, 0.35% active; recombinant APE1, TAMRA/BHQ-2 abasic DNA cleavage fluorescence;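 further: potency means the concentration at half of the fitted maximal effect; plate controls were vehicle for no effect and reference inhibitor for full effect; nearly all actives have a fitted effect of over 55% in size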
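Quantitative HTS: incision of a TAMRA/BHQ-2 double-stranded substrate bearing a tetrahydrofuran abasic site by 0.75 nM APE1 raises fluorescence. Substrate 50 nM final, added after 15 min compound preincubation at room temperature; progress as third-minus-first kinetic read difference.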
POLK inh: DNA polymerase kappa (human) inhibition. Q9UBT6. purified Pol kappa, fluorescent DNA synthesis assay, 10 min. Potency, µM (titrated, usually from 107 µM), for inactives: at the top dose activity, negative = inhibition, hits mostly inhibitors. 400,000 tested, 0.53% active; further: potency means the concentration at half of the fitted maximal effect; on the % scale 0 is the no-effect control and ±100 the full control effect
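Pol kappa 10 nM + cpd, 15 min RT; start w/ substrate 50 nM final; fluorescence kinetic read, 0 and 10 min. Neg ctrl: buffer, no enzyme.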
Pol iota inh: DNA polymerase iota (human) inhibition. 390,000 tested, 1% active. AID 588590. Potency, µM (highest dose often 115 µM), without a hit: at the highest dose activity, negative = inhibition, most hits filed as inhibitors. Pol iota fluorescent replication assay, 10 min; further: potency means the concentration at half of the fitted maximal effect
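Pol iota at 10 nM preincubated 15 min with compounds at room temperature; reaction started with fluorescent substrate, 50 nM final. Fluorescence read kinetically at 0 and 10 min; buffer-only wells as negative control.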
BLM inh: blocks DNA unwinding by human BLM helicase | recombinant BLM DNA unwinding, fluorescence dequenching | Potency, µM (top dose mostly 56.1 µM), for inactives: top-dose activity change, negative = inhibition, usual class: inhibitors | 350,000 tested, 0.2% active | AID 2528;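 further: potency means the concentration at half of the fitted maximal effect; plate controls were vehicle for no effect and no enzyme for full effect; nearly all actives have a fitted effect of over 35% in size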
Pol eta inh: inhibitors of human DNA polymerase eta. Q9Y253. recombinant Pol eta, fluorescent DNA replication assay. Potency, µM (doses to about 114 µM), without a hit: at the top dose activity change, negative = inhibition, most hits filed as inhibitors. 390,000 tested, 1.2% active; further: potency means the concentration at half of the fitted maximal effect; on the % scale 0 is the no-effect control and ±100 the full control effect
Target sequence (Q9Y253 whole entry, looked up): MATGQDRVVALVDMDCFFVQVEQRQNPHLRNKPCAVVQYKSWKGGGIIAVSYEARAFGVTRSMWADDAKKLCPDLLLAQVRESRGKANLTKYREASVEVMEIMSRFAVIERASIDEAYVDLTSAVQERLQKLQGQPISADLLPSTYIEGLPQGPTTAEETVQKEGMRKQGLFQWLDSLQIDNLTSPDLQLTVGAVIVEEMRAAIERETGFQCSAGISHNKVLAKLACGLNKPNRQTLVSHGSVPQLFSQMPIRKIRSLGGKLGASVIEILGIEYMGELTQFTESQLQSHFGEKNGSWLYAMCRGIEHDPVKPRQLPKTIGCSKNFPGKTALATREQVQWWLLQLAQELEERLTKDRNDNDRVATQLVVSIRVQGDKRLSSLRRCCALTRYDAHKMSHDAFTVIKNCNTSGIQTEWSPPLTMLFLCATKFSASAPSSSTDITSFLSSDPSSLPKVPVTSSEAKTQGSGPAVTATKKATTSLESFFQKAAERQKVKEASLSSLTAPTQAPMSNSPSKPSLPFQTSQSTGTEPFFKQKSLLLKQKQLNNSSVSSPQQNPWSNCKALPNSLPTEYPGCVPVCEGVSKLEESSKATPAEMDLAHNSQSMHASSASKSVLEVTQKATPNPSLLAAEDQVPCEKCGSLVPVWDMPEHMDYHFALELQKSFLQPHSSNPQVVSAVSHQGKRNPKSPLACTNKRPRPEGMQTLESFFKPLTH
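Pol eta (10 nM) was preincubated with compounds for 15 min at room temperature, after which fluorescent replication substrate (50 nM final) was added to start the reaction. Fluorescence was read kinetically at 0 and 10 min.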
LDHA inh: blocks human lactate dehydrogenase A | P00338 | purified LDHA, NADH/diaphorase-resazurin fluorescence; hits give low values | activity change, % (values are at about 110 or 230 µM) | 480,000 tested, 0.15% active; in the data active means activity change below about -30%; inconclusive means mostly about -25% to -30%;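 further: plate controls were DMSO wells for no effect and wells without enzyme for full effect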
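LDH5 2 nM; NADH 0.06 mM, pyruvate 0.2 mM; 200 mM Tris pH 7.4, EDTA, Tween-20; 5 min RT. Detection: diaphorase 0.133 mg/mL + resazurin 37 µM, fluorescence ex540/em590 at 0 and 20 min; normalized to enzyme-free and DMSO wells.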
Pol beta inh: blocks human DNA polymerase beta activity; Pol beta primer extension/strand displacement, fluorescence kinetic; P06746; AID 485314; 340,000 tested, 1.3% active; Potency, µM (top dose mostly 114 µM), without a hit: at the highest dose activity change, negative = inhibition, hits mostly inhibitors; further: potency means the concentration at half of the fitted maximal effect; on the % scale 0 is the no-effect control and ±100 the full control effect
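Enzyme-only controls used 10 nM Pol beta; buffer lacking enzyme served as negative control. Compound preincubated 15 min, then 50 nM substrate added; 0 and 10 min reads at room temperature.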
Apoferritin bind: binds horse apoferritin like a general anesthetic. P02791. Potency, µM (doses to about 77.5 µM), inactives show at the top dose activity change, negative = displacement, hits mostly inhibitors. 350,000 tested, 0.074% active. AID 485281. apoferritin/1-aminoanthracene competitive binding, fluorescence; further: potency means the concentration at half of the fitted maximal effect; on the % scale 0 is the no-effect control and ±100 the full control effect; nearly all actives have a fitted effect of over 20% in size
Target sequence (P02791 2-175 limits assumed): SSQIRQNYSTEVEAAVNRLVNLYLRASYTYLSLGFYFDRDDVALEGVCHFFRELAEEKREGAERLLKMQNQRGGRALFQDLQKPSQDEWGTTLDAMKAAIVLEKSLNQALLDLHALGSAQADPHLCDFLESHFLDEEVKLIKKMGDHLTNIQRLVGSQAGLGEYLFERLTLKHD
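10 uM apoferritin + 50% sat. 1-AMA, PBS; cpd 10 min RT; Ex380/Em535 endpoint; normalized to free probe vs complex; 4-param Hill fit; propofol titration as pos. ctrl.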
* hit, by the source's call; ? = inconclusive; / = no result given; & = joins results of further samples; [ ] = another dose, or the depositor's remark. Unless noted, the call rests on the fitted dose curve; in most records, active means well fitted curve in the direction sought with a large enough effect; inconclusive means small, poorly fitted or top-dose-only effect, or another doubt; inactive means no such curve, though single readings can be large; an effect the other way counts as inactive or inconclusive. Some of the compounds tested, so the mix of outcomes need not match the whole.

SMILES | Glioma ERSR ind | APE1 inh | POLK inh | Pol iota inh | BLM inh | Pol eta inh | LDHA inh | Pol beta inh | Apoferritin bind
CCCNC(=O)COC(=O)c1ccccc1C(=O)c1ccc(Cl)c([N+](=O)[O-])c1 | -15% | -2% | -11% | -19% | -6% | -2% | -3 | 57% | -10%
O=C1c2ccccc2COc2ccc(O)cc21 | 3% | -6% | -1% | 22% | -5% | -3% | 9 | -4% | ?
Cc1cc2c(c(N3CCOCC3)n1)C(=O)OC2 | 1% | -6% | 9% | -5% | 0% | -6% | 0 | -10% | 0%
COCC(=O)N1c2nc(C(C)C)nn2C2(CCCCC2)[C@@H]2CCCC[C@@H]21 | -3% | / | 1% | 18% | 0% | -16% | -4 | 7% | -14%
O=C(NC(=O)N1CCCC1)c1csnn1 | -8% | 0% | 2% | 62%[activator] | -3% | -16% | -11 | 9% | -5%
Cc1ccc(-c2nc(-c3cccnc3)no2)cc1 | -8% | 2% | 1% | ? | -9% | -1% | -5 | 1% | -9%
NC(=O)c1ccsc1NC(=O)CSc1nnc(NC2CC2)s1 | -3% | 5% | -2% | -1% | / | -2% | -16 | / | /
Cc1ccc(OCC(=O)OCc2cc(=O)n3nc(C4CC4)sc3n2)cc1C | -3% | / | 12% | 29% | -6% | -3% | -5 | 36% | -10%
Cc1ccc(OCC(=O)Nc2cccc3c2CCCC3)cc1C | -3% | / | -10% | 6% | / | -5% | -5 | / | /
Cc1ccc(Cn2nnc3c(=O)n(CC(=O)NCc4ccccc4)cnc32)cc1 | -5% | ? | -3% | -14% | -5% | -7% | -2 | ? | -6%
CCOCCc1nnc(NC(=O)Cc2c(F)cccc2Cl)s1 | -2% | 0% | 0% | -25% | -2% | -9% | -10 | 6% | -7%
O=C(Nc1cc(Cl)cc(Cl)c1)c1cc(S(=O)(=O)NC2CCCC2)ccc1F | -4% | / | -2%[60.1 µM] | ? | -10% | -21% | 4 | ? | -23%
COc1ccc(CN(C)CC(=O)Nc2ccccc2C(=O)NC2CC2)cc1F | -1% | 19% | -1% | 65%[activator] | / | -22% | -5 | / | /
CCCCCCOc1ccc(/C=C/C(=O)N2CCOCC2)cc1OC | 10% | 5% | -4% | 20% | -7% | -17% | -2 | 17% | ?
CCc1nccn1S(=O)(=O)c1cc(OC)ccc1OC | -3% | 46%[activator] | 14% | 7% | -4% | -3% | 4 | -7% | -5%
Oc1ccc(N=Nc2ccc3c(c2)OCCO3)c2cccnc12 | -11% | 1% | -3% | 134%[activator] | 4% | -22% | 17 | -7% | -7%
CCN(C(=O)COC(=O)c1c(C)c(-c2ccccc2)nc2ccccc12)C1CCS(=O)(=O)C1 (stereo not given) | 5% | -6% | 4% | 47%[activator] | -3% | -12% | 0 | -1% | 0%
Cc1c(NC(=S)NC(NC(=O)C(C)C)C(Cl)(Cl)Cl)c(=O)n(-c2ccccc2)n1C (stereo not given) | -3% | 2% | 3% | 27% | -1% | -16% | -6 | -3% | -5%
CCc1ccc2nc(/N=C(\N)NC(=O)c3ccccc3)nc(C)c2c1 | -6% | -2% | -15% | 112%[activator] | -3% | 0% | -5 | 21% | -11%
COc1cccc(-n2c(O)c(C=NCc3ccccn3)c3ccccc3c2=O)c1 | -4% | -1% | -7% | -18%[58.9 µM] | -3% | -25% | -6 | -21% | -1%

Additional entries
Structure	Glioma ERSR ind	APE1 inh	POLK inh	Pol iota inh	BLM inh	Pol eta inh	LDHA inh	Pol beta inh	Apoferritin bind
CC(=O)c1cccc(NC(=O)CN2C=NS(=O)(=O)c3ccc(C)cc32)c1	0%&-1%	-5%	6%	9%&26%	1%&3%	-19%&-20%	-5&-7	-1%&-6%	-15%&-13%
CN(C)CCCn1c2c(c(SCC(=O)Nc3ccc4c(c3)OCO4)nc1=O)CCCC2	-2%	42%	-3%	-8%	/	-9%	2	/	/
O=C(NCc1ccc(Cl)s1)C1CCC(=O)N(CCc2cccc(F)c2)C1 (stereo not given)	-1%	-1%	3%	-4%	-2%	0%	-2	33%	-14%
O=C(NCc1ccccc1Cl)c1ccc(Cn2c(SCc3ccccc3)nc3cccnc32)cc1	1%	/	-10%	-12%	-3%	1%	-9	15%	-14%
COc1ccc(Cl)cc1-c1nc(SCC(=O)N(C)C)n[nH]1	2%	-1%	2%	55%[activator]	0%	-5%	-6	18%	-7%
O=C1c2cccc3cccc(c23)C(=O)N1CC1CCN(CC(O)COc2ccc3ccccc3c2)CC1 (stereo not given)	-19%	-3%	-14%	0%	-7%	-22%	1	10%	?
O=C(NCCc1ccccc1)c1cccc(S(=O)(=O)NCc2ccccc2)c1	0%	-6%	-19%	27%	/	-14%	-4	/	/
CN(C(=O)c1cc(-c2ccccc2)on1)C1CCCCC1	6%	-4%	5%	42%[activator]	2%	9%	-9	3%	2%
CCOC(=O)c1cc(NC(=O)c2cccnc2)cc(C(=O)OCC)c1	-5%	11%	-5%	23%	0%	-6%	-5	-1%	-9%
O=C(C1=C(O)C(=O)N(c2nc3ccc(Cl)cc3s2)C1c1ccco1)c1ccco1 (stereo not given)	-2%	-13%	40µM*	7.9µM*	/	20µM*	1&12	/	/
O=S(=O)(c1cccc(S(=O)(=O)N2CCOCC2)c1)N1CCCCCC1	-3%	-7%	-17%	33%[activator]	5%	-15%	1	0%	-9%
CSc1nc2ccccc2s1	1%	15%	0%	3%	4%	-11%	3	-2%	7%
COc1ccc(-n2nc(C(=O)N3CCCCC3)c3c4ccccc4n(C)c3c2=O)cc1Cl	-2%	/	-1%	19%	-1%	-16%	-1	28%	4%
COc1ccc(C(=O)NCC(C)CN(C)C)cc1 (stereo not given)	-3%	-1%	-9%	12%	1%	-17%	3	5%	36%[activator]
CCn1c(C)nc2cc(S(=O)(=O)N3CCCC3)ccc21	-4%	-2%	-4%	?	0%	5%	-6	4%	-11%
O=C(CN(c1ccccc1F)S(=O)(=O)c1ccccc1)N1CCCCCC1	-3%	-4%	-7%	7%	-1%	-3%	-1	1%	-19%
CCOC(=O)C(=CNc1cc(C)ccc1C)C(=O)OCC	-4%	0%	-16%	12%	-3%	-15%	2	21%	-20%
O=[N+]([O-])c1cccc(S(=O)(=O)N2CCCCCC2)c1	-2%	1%	-11%	14%	-4%	-22%	-8	21%	?
COCC(=O)N1CCc2cc(OC)c(OC)cc2C1COc1ccc2c(C)cc(=O)oc2c1 (stereo not given)	-3%	/	12%	21%	-7%	-19%	-7	8%	-2%
COc1ccc(C(=O)N/C(=C\c2ccccc2)C(=O)Nc2ccc(C(=O)O)cc2)cc1	-7%	-41%	-5%	-2%	-5%	-7%	-1	4%	6%
CCn1cc(CNC(=O)C2CCC(=O)N(Cc3ccccc3F)C2)cn1 (stereo not given)	-2%	79%[activator]	9%	21%	2%	-13%	-1	40%	0%
Cc1ccc(-c2csc3ncn(CC#N)c(=O)c23)cc1C	-1%	-73%	79µM*	28µM*	-28%	20µM*	-11	32µM*	?
CCOc1ccccc1N1CCN(C(=O)c2cn(CC3CCCCC3)nn2)CC1	3%	-4%	-25%	-13%	-3%	-11%	1	1%	?
O=C(c1ccc(F)cc1)C1CCN(C(=O)NCc2ccccc2)CC1	-2%	1%	-2%	8%	0%	-18%	-3	14%	-9%
O=C(CSc1ccc(Cl)cc1)N1CCN(c2c(Cl)cccc2[N+](=O)[O-])CC1	?	-4%	-11%	3%	-11%	?	0	-15%	?
CC(=O)NCCNc1ccnc(-c2ccccc2C)n1	-5%	-4%	1%[60.1 µM]	/	3%	/	/	/	/
CN(C)c1ccc(C2CC(=O)OC3=C2C(=O)CC(C)(C)C3)cc1 (stereo not given)	0%	?	-30%	14%	6%	2%	-7	?	-1%
CCc1ccc(OCCCCN(C)Cc2ccccc2)cc1	-5%	-4%	-8%	1%	-3%	-6%	-12	20%	-15%
Cn1cc(CC(=O)N2CCN(c3ccccc3F)CC2)c2ccccc21	4%	0%	-23%	-28%	-6%	-6%	-6	4%	-14%
Cc1c(C(=O)NCc2ccco2)oc2ccccc12	5%	-2%[12.4 µM]	-7%	37%[activator]	-1%	-2%	-8	-1%	-13%

Complete entries, quoted from the list. Order of screens: Glioma ERSR ind | APE1 inh | POLK inh | Pol iota inh | BLM inh | Pol eta inh | LDHA inh | Pol beta inh | Apoferritin bind
`O=C(CSc1ccc(Cl)cc1)N1CCN(c2c(Cl)cccc2[N+](=O)[O-])CC1` reads ? | -4% | -11% | 3% | -11% | ? | 0 | -15% | ?
`CN(C)c1ccc(C2CC(=O)OC3=C2C(=O)CC(C)(C)C3)cc1` (stereo not given) reads 0% | ? | -30% | 14% | 6% | 2% | -7 | ? | -1%
`CCc1ccc(OCCCCN(C)Cc2ccccc2)cc1` reads -5% | -4% | -8% | 1% | -3% | -6% | -12 | 20% | -15%
`CC(=O)NCCNc1ccnc(-c2ccccc2C)n1` reads -5% | -4% | 1%[60.1 µM] | / | 3% | / | / | / | /
`Cn1cc(CC(=O)N2CCN(c3ccccc3F)CC2)c2ccccc21` reads 4% | 0% | -23% | -28% | -6% | -6% | -6 | 4% | -14%
